Source: PubChem BioAssay
Dicer processing: human Dicer pre-microRNA cleavage inhibition; Q9UPY3; cat-ELCCA pre-miR-21 Dicer processing, chemiluminescence; active compounds read high; z-score at 25 µM; 47,000 tested, 6% active; AID 1347074; in the data active means z-score above about 3, passing the limit was not always enough;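 further: plate controls were vehicle for no effect and no enzyme for full effect; higher signal means more uncleaved substrate so more Dicer inhibition; strong numbers were not always called active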
Numbers without * were called inactive. Some of the compounds tested. The share of hits here may be higher or lower than overall.

No. | mol | Dicer processing
1 | O=C1c2ccccc2C2(c3ccccc3)N1CCN2C(=O)C(Cl)(Cl)Cl (stereo not drawn) | 0.09
2 | CCOC(=O)c1c(NC(=O)COc2ccccc2Cl)sc2c1CCC2 | -0.4
3 | Cc1c(N)cccc1-c1nc2cc(Cl)ccc2o1 | 0.82
4 | COC(=O)CSC1=C(C#N)C(c2ccc(C)o2)CC(=O)N1 (stereo not drawn) | 1.3
5 | CC(C)(CO)NCc1cccs1 | -0.57
6 | COC(=O)c1ccc(C2c3c(oc4ccccc4c3=O)C(=O)N2c2ccc(C)cn2)cc1 (stereo not drawn) | 0.93
7 | O=C1CC(C(=O)Nc2cccc(Cl)c2)n2c(nc3ccccc32)N1 (stereo not drawn) | 1.3
8 | O=C(Nc1ccc2ccccc2n1)Nc1ccccc1F | -2.5
9 | CSc1nc2nc(-c3ccccc3)cc(=O)n2[nH]1 | -1.1
10 | O=C(CN1C(=O)C(=O)c2ccccc21)Nc1ccc(Br)cc1 | 20
11 | CC(=O)Nc1ccc(C(C)(C)C)cc1C#N | -0.68
12 | O=C(Nc1ccc2c(c1)OCO2)c1cnn2c(C(F)(F)F)cc(-c3ccco3)nc12 | -0.3
13 | NC(N)=NCCC[C@H](NC(=O)c1ccccc1)C(=O)Nc1ccc([N+](=O)[O-])cc1 | 2.3
14 | Cc1cc(C)nc(-n2nc(C)c3c(=O)oc(C)cc32)n1 | -2
15 | COCCn1c2c(c(=O)[nH]c1=O)C(c1cccc(OC)c1)C1=C(N2)c2ccccc2C1=O (stereo not drawn) | -1.4
16 | CCOCCOC(=O)C1=C(C)NC2=C(C(=O)CC(C)(C)C2)C1c1ccc(OC)c(Br)c1 (stereo not drawn) | -0.53
17 | COC(=O)C1=C(C)NC2=C(C(=O)CC(c3ccc(OC)c(OC)c3)C2)C1c1ccccc1OC(C)C (stereo not drawn) | 1.3
18 | NCCCCCc1nnc(SCc2ccc(F)cc2)o1 | 0.47
19 | O=C1SC(Nc2cccc(Br)c2)C(=O)N1c1ccccc1 (stereo not drawn) | 58
20 | COc1ccc(NC(=O)Cn2cnc([N+](=O)[O-])n2)c(OC)c1 | -0.56
21 | CS(=O)(=N/C=C(\C#N)C(=O)c1ccccc1)c1ccc(OC(=O)c2ccc(Cl)cc2)cc1 (stereo not drawn) | 0.19
22 | O=C(Nc1cccc(Oc2c(F)c(F)c(F)c(F)c2F)c1)c1ccccc1 | -2.5
23 | O=C(CSc1nnc(SCC(=O)c2ccccc2)s1)c1ccccc1 | -0.49
24 | CCOc1ccc(/C=C2\N=C(SC)SC2=O)cc1 | 0.72
25 | Cc1onc(-c2ccccc2)c1CNS(=O)(=O)c1ccc(-c2ccccn2)s1 | -0.01
26 | Clc1ccc2nc(NC3=NCN(CCN4CCOCC4)CN3)nc(-c3ccccc3)c2c1 | -0.33
27 | CCOC(=O)NNC(=S)NC1CC2C=CC1C2 (stereo not drawn) | -0.48
28 | NC(=S)N/N=C/C=C/c1ccccc1 | -0.92
29 | CSc1ssc(=Nc2ccc(Cl)cc2)c1-c1ccccc1 | -0.57
30 | Cc1cc(C)nc(N2N=C(C(C)(C)C)CC2=O)n1 | 0.57

6 entries drawn at random from those above, as already listed:
No. | mol | Dicer processing
19 | O=C1SC(Nc2cccc(Br)c2)C(=O)N1c1ccccc1 (stereo not drawn) | 58
23 | O=C(CSc1nnc(SCC(=O)c2ccccc2)s1)c1ccccc1 | -0.49
24 | CCOc1ccc(/C=C2\N=C(SC)SC2=O)cc1 | 0.72
16 | CCOCCOC(=O)C1=C(C)NC2=C(C(=O)CC(C)(C)C2)C1c1ccc(OC)c(Br)c1 (stereo not drawn) | -0.53
29 | CSc1ssc(=Nc2ccc(Cl)cc2)c1-c1ccccc1 | -0.57
28 | NC(=S)N/N=C/C=C/c1ccccc1 | -0.92

Carrying on.
No. | mol | Dicer processing
31 | Cn1c(=O)c2c(nc(N3CCOCC3)n2Cc2cccc(F)c2)n(C)c1=O | -1.3
32 | Cc1c(C(=O)O)cc(-c2ccccc2)n1-c1ccccc1 | 0.83
33 | O=C(Nc1ccncc1)c1cc([N+](=O)[O-])ccc1Sc1ccccn1 | -0.66
34 | N#CNC(N)=Nc1cc(Cl)ccc1Cl | 0.57
35 | CCCCN1C(=O)C(O)(CC(=O)c2ccc(C(C)C)cc2)c2ccccc21 (stereo not drawn) | 1.5
36 | CCOc1ccc(N2C(=O)C3ON(c4ccccc4)C(c4ccccc4O)C3(C)C2=O)cc1 (stereo not drawn) | -1.1
37 | C/C(=N\NC(N)=O)C1(CC(C)C)CCCCC1 | -0.19
38 | O=C(O)c1cc(-c2ccccc2Br)nc2cc(C(F)(F)F)cc(C(F)(F)F)c12 | -2.4
39 | CCOC(=O)Cn1cnc2sc3c(c2c1=O)CCCC3 | 0.61
40 | CCC(C)OC(=O)COc1ccc2c(=O)c(Oc3ccccc3Cl)coc2c1 (stereo not drawn) | -1.8
41 | Cc1ccc(CN2C(=O)C(=O)c3cc(Cl)ccc32)cc1 | 0.39
42 | CN(NC1OC(=O)c2ccccc21)c1ncc(Cl)cc1C(F)(F)F (stereo not drawn) | 0.04
43 | O=[N+]([O-])c1cccc(-c2csc(N=Nc3c(O)[nH]c4ccc(Br)cc34)n2)c1 | 1.4
44 | CCOC(=O)C1=NN(c2ccccc2)C2(C(=O)c3ccccc3C2=O)C1c1ccc(C)cc1 (stereo not drawn) | -0.57
45 | CC1(C)N=C(N)N=C(N)N1c1c(Cl)cccc1Cl | 0.44
46 | O=C(NC(=O)c1ccc(F)c(Cl)c1)Nc1ccc(F)cc1F | -1.3
47 | CCOC(=O)C1=C(C)NC2=C(C(=O)c3ccccc32)C1c1cccc(OC)c1 (stereo not drawn) | -1.6
48 | COc1cccc(OC)c1OCCNCC1CSc2ccccc2O1 (stereo not drawn) | -1.3
49 | FC(F)(F)c1ccccc1-n1cn[nH]c1=S | -0.85
50 | Cc1cc([N+](=O)[O-])nn1CC(=O)N(C)C1CCCCC1 | -0.61
51 | COC(=O)C1=C(C)NC2=C(C(=O)CC(c3ccccc3)C2)C1c1cccnc1 (stereo not drawn) | 0.96
52 | COc1ccc2c(c1)nc(SCC(C)O)n2C (stereo not drawn) | -0.5
53 | C=CCN1C(=O)C(=Nc2ccc(Cl)cc2)c2ccccc21 | 2.4
54 | CC1(C)CC(=O)C2=C(C1)NC1=C(C(=O)CC(C)(C)C1)C2c1ccccc1Cl | -0.89
55 | O=C(O)c1cccc(Cl)c1C(=O)O | -0.61
56 | Cc1nnc2n1NC(c1ccc(Cl)cc1)C(C(=O)Nc1ccc(Br)cc1F)S2 (stereo not drawn) | 0.21
57 | O=C1C2ON(c3ccccc3)C(c3cc(Br)ccc3O)C2C(=O)N1c1ccccc1 (stereo not drawn) | 4.7*
58 | Cc1ccc(C(C)C)cc1C(=O)CC1(O)C(=O)Nc2ccccc21 (stereo not drawn) | -1.2
59 | Cn1c(=O)c2c(nc(N)n2CC(=O)O)n(C)c1=O | -4.9
60 | CN1CN=C(SCc2ccc(Cl)cc2)NC1 | 0.6
61 | CCOc1ccc(N2C(=O)CSC2=O)cc1 | 0.51
62 | COC(=O)Cc1ccc(N2C(=O)c3cccnc3C2=O)cc1 | -2.3
63 | O=C1/C(=C/c2cccc([N+](=O)[O-])c2)CSc2ccc(Cl)cc21 | 0.54
64 | CCOC(=O)C(=CNc1ccc(F)c(C#N)c1)C(=O)OCC | 3.4*
65 | Clc1ccc(-c2nn3c(-c4ccccc4)nnc3s2)cc1 | 3.1*
66 | CCOC(=O)C1=C(C)Nc2ncnn2C1c1ccc(N(CC)CC)cc1 (stereo not drawn) | 2.1
67 | COc1ccc(CN2CCN(Cc3ccncc3)CC2)cc1Br | 0.3
68 | O=C1NC(=S)N/C1=C\c1ccccc1Cl | 1.4
69 | CCCN1C(=O)C(O)(CC(=O)c2ccc(C)s2)c2ccccc21 (stereo not drawn) | -0.54
70 | O=S(=O)(c1ccccc1)N1CCC2(Cl)CCCCC2C1c1ccccc1 (stereo not drawn) | -1.5
71 | O=C(NNC(=S)Nc1ccc(F)cc1)C(O)(c1ccccc1)c1ccccc1 | -0.12
72 | O=C(OC1CCCCc2cccnc21)c1ccc(Cl)cc1 (stereo not drawn) | -1.1
73 | CCC(c1c(N)nc(SCc2ccc([N+](=O)[O-])cc2)[nH]c1=O)c1c(N)nc(SCc2ccc([N+](=O)[O-])cc2)[nH]c1=O | -0.66
74 | O=C1N(CCOc2ccc(Cl)cc2)c2ccccc2C1(O)c1c[nH]c2ccccc12 (stereo not drawn) | -0.94
75 | Cc1nnc2c3c4c(sc3ncn12)CCCC4 | 0.82

Exported with each value named: part of the list above
#62 COC(=O)Cc1ccc(N2C(=O)c3cccnc3C2=O)cc1
  Dicer processing = -2.3
#63 O=C1/C(=C/c2cccc([N+](=O)[O-])c2)CSc2ccc(Cl)cc21
  Dicer processing = 0.54
#64 CCOC(=O)C(=CNc1ccc(F)c(C#N)c1)C(=O)OCC
  Dicer processing = 3.4*
#65 Clc1ccc(-c2nn3c(-c4ccccc4)nnc3s2)cc1
  Dicer processing = 3.1*

Further records follow.
No. | mol | Dicer processing
76 | CCCNC(=O)Cn1nc(C(F)(F)F)cc1C | 0.64
77 | CCOC(=O)c1cc(C#N)c(C)nc1N1CCN(S(=O)(=O)c2ccccc2)CC1 | -1.2
78 | CCCc1c(SC(=O)N(C)C)ccc(C(C)=O)c1O | -0.19
79 | Fc1ccc(C2=CC(c3ccccc3)=NN=C(c3ccccc3)C2)cc1 | -1.1
80 | O=C(O)CCCCNS(=O)(=O)c1ccccc1 | 1.5
81 | O=C(O)CCCCC(=O)c1ccccc1 | 0.54
82 | CC(C)NC(=O)NNC(=O)C(C)n1nnc(-c2cc(C(F)(F)F)cc(C(F)(F)F)c2)n1 (stereo not drawn) | 0.32
83 | COc1cc2c(cc1OC)C(C)N(C(=O)Nc1cccc(C(F)(F)F)c1)CC2 (stereo not drawn) | -0.28
84 | Cc1cccc(C)c1OCC(O)Cn1c(C)[n+](C)c2ccccc21 (stereo not drawn) | -0.63
85 | CCOC(=O)Cc1nnc(NC(=O)Nc2ccccc2)s1 | 1.7
86 | CC1(C)Cc2c(sc3ncn4nc(-c5ccncc5)nc4c23)C(C)(C)N1 | 0.58
87 | O=C(O)CC1S/C(=N\N=C\c2ccco2)NC1=O (stereo not drawn) | -0.87
88 | O=C(COc1cccc2cccnc12)N1CCN(C(=O)COc2cccc3cccnc23)CC1 | 0.42
89 | CCC(C)Nc1ncnc(N)c1[N+](=O)[O-] (stereo not drawn) | -2.6
90 | O=[N+]([O-])c1ccsc1SCCO | -1.5
91 | Cc1ccc(N2C(=O)C3C4c5ccccc5C(CO)(c5ccccc54)C3C2=O)cc1Cl (stereo not drawn) | 1.4
92 | CC(C)CCNc1nc2c(c(=O)[nH]c(=O)n2C)n1CCO | 1.4
93 | CCN(Cc1ccncc1)C(=O)C(CO)c1ccccc1 (stereo not drawn) | 1.2
94 | COc1ccc(C2NC(=O)c3c(sc4c3CCC4)N2)cc1 (stereo not drawn) | -0.9
95 | CNC(=O)NNc1ccc(-c2csnn2)cc1 | 0.33
96 | Nc1cc2c(cc1C(=O)c1ccccc1)OCCO2 | 1
97 | CCCN1C(=O)C2(/C(=C(/O)c3ccccc3)C(=O)C(=O)N2CCCN(C)C)c2ccccc21 (stereo not drawn) | 4.4*
98 | Cc1ncc(CNS(=O)(=O)c2ccccc2C(F)(F)F)c(N)n1 | -1.3
99 | CC1Sc2ccccc2NC(=O)C1C (stereo not drawn) | 0.74
100 | CC(C)(C)OC(=O)NC(COCc1ccccc1)C(N)=O (stereo not drawn) | -0.63
101 | O=C(Nc1nc2ccsc2c(=O)s1)c1ccccc1 | -0.44
102 | Cc1ccc(CNCCN2CCOCC2)s1 | -1.3
103 | Nc1cc(NC(=O)c2ccccc2O)ccc1Cl | 5.6*
104 | COc1ccccc1NC(=S)NCC(C)(C)C(=O)O | -0.71
105 | CCCc1c(NC(=O)Nc2ccc(Cl)cc2Cl)cnn1-c1ccccc1 | -1.1
106 | Nc1nc2nc(-c3ccco3)cc(C(F)(F)F)n2n1 | -1.5
107 | Nc1nc(Nc2cccc(F)c2)sc1C(=O)c1ccc(F)cc1 | 3.2
108 | S=c1[nH]cc(-c2ccc(Cl)cc2)o1 | -1.1
109 | Cn1c(=O)n(CC(=O)O)c2ccccc21 | 3.6*
110 | CCOC(=O)NNc1ccc(C(F)(F)F)cn1 | -0.87
111 | Nc1nc2c(c(=O)[nH]1)C(c1ccc(OCc3ccc(F)cc3)cc1)CC(=O)N2 (stereo not drawn) | 0.24
112 | CCOc1cc(C)c(C(C)C)cc1S(=O)(=O)n1ccnc1CC | 1
113 | CCOC(=O)C1=C(O)CSC1=Nc1ccc(F)cc1 | 2
114 | CC(C)Sc1nc(-c2cccs2)cc(C(F)(F)F)c1C#N | -3.4
115 | CCOC(=O)C(NC(=O)c1cccc(Cl)c1)(Nc1ccc(F)cc1)C(F)(F)F (stereo not drawn) | 1.7
116 | CCOC(=O)c1c(NS(=O)(=O)c2ccc(OC)c(OC)c2)sc2c1CCC2 | -1.3
117 | CCCCN1C(=O)C(NC(C)=O)c2cc(Br)ccc21 (stereo not drawn) | 0
118 | Cc1cc(N=CNO)c2ccccc2n1 | -0.52
119 | O=S(=O)(NNS(=O)(=O)c1ccc(-c2ccccn2)s1)c1ccc(Cl)cc1 | -1.5
120 | Cc1cc(OC(=O)c2c(-c3ccccc3)noc2C)c2cc(F)ccc2n1 | 1.9
121 | O=C(O)c1cc(-c2c[nH]c3ccccc23)nc2cc3ccccc3cc12 | 0.7
122 | CC(C)(C)c1ccc(C(=O)CC(N)=O)cc1 | 0.1
123 | CCOC(=O)C(=CNc1ccn(C)n1)C(=O)OCC | -0.18
124 | CCOC(=O)c1sc(NC(=O)C(C)(C)C)c(C(=O)OCC)c1C | 0.97
125 | CSc1ccc(-c2ncnn2-c2cccc(Cl)c2)cc1 | 0.28
126 | O=C1CCc2cc(C3=CSC4=NCCN34)ccc2N1 | -0.61
127 | NC1=NC(c2ccc(O)cc2)n2c(nc3ccccc32)N1 (stereo not drawn) | -0.14
128 | COc1ccc(Br)cc1/C=N/N=C1/C(=O)Nc2ccccc21 | -0.95
129 | CCCN1C(=O)C(O)(CC(=O)c2ccco2)c2ccccc21 (stereo not drawn) | 0.02
130 | CCN1c2ccccc2-c2nc3ccccc3n2C1c1ccsc1 (stereo not drawn) | 0.33
131 | CCOc1ccccc1C(=O)NC(NCCc1ccccc1)(C(F)(F)F)C(F)(F)F | -1.2
132 | O=C(c1ccccc1)c1cnc2ccccn2c1=O | 1.7
